Screens from PubChem BioAssay.
PLC-beta3 inh = blocks human PLC-beta3 enzyme activity. Q01970. Purified PLC-beta3, fluorogenic substrate, fluorescence. inhibition, % at 12.2 µM. 0.18% of 370,000 active. AID 720704; in the data active = inhibition above about 11%;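 also: 0% = median of compound wells on plate and 100% = full blocker control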
hgDAF12 agonist = hgDAF-12 agonism, primary luciferase screen. HEK293 GAL4-hgDAF12 UAS-luciferase reporter, agonist luminescence; normalized to butyrate control. activation, % at 6.8 µM. 1.8% of 370,000 active;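 active = activation above a cutoff set at the mean of all screened compounds plus 3 SD, cut at about 10% in these data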;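 also: 0% = DMSO wells and 100% = sodium butyrate wells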
GAA850 FXN act = increases GAA850 frataxin promoter reporter activity. HEK293 lucGAA850 FXN promoter luciferase reporter, 24 h; percent of 10 µM SAHA response. 0.56% of 360,000 active. activation, % at 6 µM;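 active = activation above the average of all compounds screened plus 3 SD, cutoff fixed separately per campaign, cut at about 7.5% in these data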;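 also: 0% = DMSO wells and 100% = 10 µM SAHA wells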
DAX1 inh-1 = NR0B1 (DAX1) inhibition; P51843; HEK293 Gal4-DAX1 luciferase reporter, luminescence; inhibition, % at 6.75 µM; 0.99% of 340,000 active; AID 504766;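 active = inhibition above the mean over all tested compounds plus 3 SD, cut at about 4.2% in these data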;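 also: 0% = DAX1-transfected cells with DMSO and 100% = empty-vector control cells with DMSO; inhibition shows as a rise in luminescence from relieved DAX1 repression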
DAX1 inh-2 = inhibitors of DAX1 repression of SF-1 activated StAR promoter. HEK293T StAR-luciferase reporter, SF-1/DAX-1 repression relief. inhibition, % at 6.8 µM. 1.1% of 370,000 active. AID 652010;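 active = inhibition above the mean over all tested compounds plus 3 SD, cut at about 3.6% in these data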;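 also: 0% = DAX-1 cells with DMSO and 100% = cells lacking DAX-1 with DMSO; higher inhibition means more luminescence from relief of DAX-1 repression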
hcDAF12 agonist = activators of H. contortus DAF-12 nuclear receptor | HEK293 hcDAF-12 lit1-tk-luc reporter, luminescence; 0% DMSO, 100% Δ7-dafachronic acid | activation, % at 6.8 µM | 1.4% of 370,000 active | AID 652067;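 active = activation above the mean of all tested compounds plus 3 SD, cut at about 5.5% in these data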;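 also: 100% = response to 3 µM Δ7-dafachronic acid high control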
ADAM10 inh = inhibitors of human ADAM10 | inhibition, % at 7 µM | O14672 | 0.62% of 370,000 active | recombinant ADAM10, EDANS/DABCYL FRET peptide cleavage, 3 h;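 active = inhibition above a per-campaign cutoff equal to the mean of compounds falling between control-based bounds plus 3 SD, cut at about 20% in these data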;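 also: 0% = DMSO wells while the 100% control is not disclosed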
HGIII-sPLA2 inh = Blocks human group III sPLA2 activity | Q9NZ20 | QFRET BODIPY PC-A2 liposome hydrolysis, fluorescence | inhibition, % at 12.2 µM | 0.56% of 370,000 active | AID 743126;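 active = inhibition above mean plus 3 SD of compounds lying within the high and low control bounds, cut at about 19% in these data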;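 also: 0% = median of test compound wells and 100% = no enzyme DMSO wells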
ssDAF-12 act = activates DAF-12 receptor from parasite S. stercoralis | activation, % at 6.8 µM | 1% of 370,000 active | AID 652126 | HEK293 ssDAF-12/GRIP1 lit1-tk-luc reporter, luminescence; % of 3 µM dafachronic acid response;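 active = activation above the mean over all tested compounds plus 3 SD, cut at about 0.9% in these data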;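 also: 0% = DMSO-only wells and 100% = 3 µM delta7-dafachronic acid wells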
PLC-gamma1 inh = inhibitors of human phospholipase C gamma1; purified PLC-gamma1, fluorogenic substrate, fluorescence; 0.84% of 370,000 active; inhibition, % at 12.2 µM; P19174; AID 720700; in the data active = inhibition above about 9.5%
Target sequence (P19174 whole entry, looked up): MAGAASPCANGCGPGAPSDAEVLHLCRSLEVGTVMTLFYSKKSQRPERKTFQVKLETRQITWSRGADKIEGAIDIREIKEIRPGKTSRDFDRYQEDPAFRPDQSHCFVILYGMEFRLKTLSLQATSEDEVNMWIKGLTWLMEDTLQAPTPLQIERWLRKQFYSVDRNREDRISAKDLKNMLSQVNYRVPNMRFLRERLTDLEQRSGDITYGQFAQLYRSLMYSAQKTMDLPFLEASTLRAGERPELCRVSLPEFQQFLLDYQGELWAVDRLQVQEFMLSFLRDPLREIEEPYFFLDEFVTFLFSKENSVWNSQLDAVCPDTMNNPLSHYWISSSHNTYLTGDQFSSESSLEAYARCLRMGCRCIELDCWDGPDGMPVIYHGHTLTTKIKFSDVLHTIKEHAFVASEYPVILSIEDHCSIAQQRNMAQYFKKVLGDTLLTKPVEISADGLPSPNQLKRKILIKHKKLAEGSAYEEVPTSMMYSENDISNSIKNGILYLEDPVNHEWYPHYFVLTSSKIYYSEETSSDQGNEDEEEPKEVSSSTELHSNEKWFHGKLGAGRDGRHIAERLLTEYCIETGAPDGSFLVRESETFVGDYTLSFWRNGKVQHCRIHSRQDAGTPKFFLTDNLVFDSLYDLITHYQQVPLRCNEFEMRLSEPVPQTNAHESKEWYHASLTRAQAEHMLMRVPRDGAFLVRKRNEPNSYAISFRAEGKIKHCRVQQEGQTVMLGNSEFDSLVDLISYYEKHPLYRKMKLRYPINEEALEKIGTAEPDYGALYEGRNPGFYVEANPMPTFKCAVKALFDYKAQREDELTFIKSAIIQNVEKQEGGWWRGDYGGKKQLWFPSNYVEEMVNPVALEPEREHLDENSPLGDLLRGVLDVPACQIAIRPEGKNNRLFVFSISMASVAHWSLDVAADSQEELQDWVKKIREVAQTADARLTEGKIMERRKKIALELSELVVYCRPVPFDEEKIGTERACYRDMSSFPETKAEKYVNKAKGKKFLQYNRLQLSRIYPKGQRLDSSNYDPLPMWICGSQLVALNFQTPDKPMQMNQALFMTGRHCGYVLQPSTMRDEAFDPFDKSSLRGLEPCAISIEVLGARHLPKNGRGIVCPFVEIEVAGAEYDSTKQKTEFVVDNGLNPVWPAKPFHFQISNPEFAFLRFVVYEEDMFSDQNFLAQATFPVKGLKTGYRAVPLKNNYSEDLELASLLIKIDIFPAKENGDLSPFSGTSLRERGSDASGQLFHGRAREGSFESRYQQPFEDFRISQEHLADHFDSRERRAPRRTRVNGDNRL
ADAM17 inh = ADAM17 inhibition, QFRET primary screen | P78536 | recombinant ADAM17, EDANS/DABCYL FRET peptide cleavage | inhibition, % at 6.95 µM | 0.83% of 370,000 active | AID 720648;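 active = inhibition above the mean of compounds lying between control limits plus 3 SD, set per campaign, cut at about 8.5% in these data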;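 also: 0% = DMSO-only wells as the low control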
* marks the source's active call; other numbers are inactive results; i = inactive; / = not tested or not shown; & = joins results of further samples.

SMILES	PLC-beta3 inh	hgDAF12 agonist	GAA850 FXN act	DAX1 inh-1	DAX1 inh-2	hcDAF12 agonist	ADAM10 inh	HGIII-sPLA2 inh	ssDAF-12 act	PLC-gamma1 inh	ADAM17 inh
CCN1C(=O)/C(=C2/Sc3ccccc3N2CCCS(=O)(=O)O)SC1=S	-4&-4	-0.4&-0.1	1.5&1.6	0.5&-0.4	0.6&-0.6	-1.5&-0.7	-7&-13	-11&-6	-1.0&-1.1	-2&-6	2&-5
O=S(=O)(c1cnc(Cl)c(Cl)c1)N1CCCc2ccccc21	1	-2.3	-0.5	-0.3	-0.7	3.5	3	-3	0.7	4	1
CCN(c1ccccc1)S(=O)(=O)c1ccc(OC)c(NC(=O)Cc2ccc(F)cc2)c1	-8	-3.9	-0.8	-0.5	-1.2	-3.1	13	-22	-1.3	0	5
O=C(O)c1cccc(Nc2nc(-c3ccc([N+](=O)[O-])cc3)nc3ccccc23)c1	-2	-1.4	-0.8	0.4	0.2	5.0	-16	9	-0.5	-3	-6
CC(C)C(c1nnnn1Cc1ccco1)N1CCN(C2CCCC2)CC1 (centres undefined)	0	-3.0	-0.9	1.6	0.4	-0.5	2	1	-1.1	-2	-5
CCCCN(CCCC)C(=O)c1ccccc1NC(=O)CN1C(=O)c2ccccc2C1=O	1	1.3	1.0	-0.9	0.6	-0.9	3	3	-1.4	1	-3
Cn1c(=O)c2c(c3ccccc31)OC(=O)CC2c1cccnc1 (centres undefined)	1	2.2	-2.8	1.4	-0.8	0.5	-1	8	-1.7	0	3
COc1ccc(NC(=O)c2ccccc2SCc2ccccc2)cc1	-1	-3.3	1.2	-0.2	0.7	-1.3	5	-2	-1.4	5	1
CN=c1scc(C)n1/N=C/c1ccc(O)cc1	-68	1.8	1.0	3.4	2.5	1.5	-7	3	0.1	-57	-4
CCn1c(C)nc2cc(C(=O)N/N=C/c3ccccc3)ccc21	-2	5.9	5.5	0.4	1.8	-0.5	2	-4	-0.1	2	-1
CC1CCCN(C(=O)CCS(=O)(=O)c2ccc3c(c2)n(C)c(=O)c(=O)n3C)C1 (centres undefined)	-15	0.4	0.5	-0.2	0.4	-1.5	-21	4	0.1	-6	-3
CCOC(=O)C1(CCCc2ccccc2)CCN(C2CCSCC2)CC1	0	0.9	0.8	-0.5	-0.8	1.1	3	-3	-0.9	1	0
COc1ccc(Br)cc1S(=O)(=O)NCc1ccccc1	-2	0.8	0.4	0.5	0.6	-1.0	-7	-10	-1.7	-2	-3
CC(=O)N1CCN(C(=O)COC(=O)/C=C/c2ccccc2[N+](=O)[O-])CC1	7	2.0	-1.7	-1.1	-0.7	1.4	-9	3	-1.5	3	-1
COc1cccc(-c2ccc(C#N)c(SCC(=O)NCCc3ccc(Cl)cc3)n2)c1	-11	-2.2	1.8	0.6	-0.1	-2.0	-16	2	-1.3	-12	-11
O=C(CCSc1ccc(Cl)cc1)NC1CCCC1	-2	0.6	-0.6	0.1	0.3	-1.3	3	-4	-1.1	-9	-1
CCCCCCOC(=O)C1=C(C)NC(=O)NC1c1ccc2c(c1)OCO2 (centres undefined)	-6	-0.4	-0.9	-1.0	-0.8	-1.3	1	-1	-1.8	-2	2
O=C(NCc1ccco1)C1CCCN1C(=O)Nc1cccc(Cl)c1 (centres undefined)	-1	-0.7	0.3	-0.8	0.9	0.3	-6	0	-1.7	1	-1
Cc1ccccc1NC(=O)N(C)[C@H]1C[C@H]2c3[nH]c4c(-c5ccccc5)cccc4c3CCN2C(=O)[C@H]1[C@H](C)O	-46	2.4	/	/	-0.8	0.3	-142	-23	0.2	-42	-30
O=S1(=O)NC(=NCc2ccccc2)c2ccccc21	0	2.6	-1.8	-0.2	-0.1	-1.2	3	-1	-2.1	1	-5
CCCCCC1C(=O)N2C=C(c3ccccc3)c3ccccc3N2C1=O (centres undefined)	-5	-1.5	2.1	1.8	0.8	0.2	3	-19	-1.1	0	-2
CCC(CC)NC(=O)c1n[nH]c(=O)c2ccccc12	0	-2.0	3.0	-1.2	0.1	-0.4	3	-4	-0.8	4	-5
CCCCN(C(=O)c1cccc(-n2cccc2)c1)c1c(N)n(CCC)c(=O)[nH]c1=O	-4	-2.3	1.0	0.7	-0.1	0.6	-6	3	-0.5	-1	0
CC(C)C1Nc2c(C(=O)O)cccc2C(Nc2ccccc2C(=O)O)C1(C)C (centres undefined)	-254	-3.2	0.7	-1.2	-0.1	1.0	i	-4	0.3	-227	-335
O=C(O)Cc1coc2ccc3ccccc3c12	-14	-0.7	2.0	0.1	0.3	-0.1	-5	2	-1.4	-4	-10
CC(=O)NCc1ccc(S(=O)(=O)NC2CCN(Cc3ccccc3)CC2)cc1	-8	0.6	/	/	0.4	0.1	-2	-4	-1.4	1	-3
CC1O[C@@H](O[C@H](C)CC[C@@H](C)O)C(O)C[C@H]1O (some centres undefined)	-2	-1.4	1.3	-0.4	0.1	-2.3	-9	4	-1.4	-4	-3
O=C(Nc1ccc2c(c1)[C@H]1C[C@@H](CC(=O)N3CCOCC3)O[C@@H](CO)[C@H]1O2)C1CCOCC1	0	2.7	-0.8	1.5	0.6	-1.4	-13	4	-1.4	-3	-3
COc1ccc(CNc2ccc3cn[nH]c3c2)c(OC)c1OC	-17	2.0	-1.8	-1.8	-1.0	1.8	-18	-8	0.3	-16	-6
c1ccc(N2CCN(c3cccc(-c4cc5ccccc5s4)n3)CC2)nc1	-56	2.0	-0.1	/	-0.8	-1.8	-90	-5	-1.2	-36	-25
CN(CCC#N)C(=O)COC(=O)c1ccc2c(c1)C(=O)N(C1CCCCC1)C2=O	-11	1.9	1.1	0.4	0.6	-0.8	-9	6	-1.4	0	-2
O=C(CSc1nnc(-c2ccccc2Cl)o1)Nc1ccc2c(c1)OCCO2	-3	1.8	1.2	0.4	0.6	0.9	1	-6	-0.3	-4	-2
CCCC(C)NC(=O)C1CCN(S(=O)(=O)c2ccccc2)CC1 (centres undefined)	5	0.0	-0.7	-0.3	-0.4	-1.5	4	0	-1.3	4	-2
CCOc1cc(N2CCOCC2)c(OCC)cc1NC(=O)Cc1ccccc1	-7	-4.8	0.8	1.2	-0.3	-2.8	-7	7	-0.8	-1	-8
Cc1ccc(C)c(S(=O)(=O)NCc2ccc(C(=O)N3CCOCC3)cc2)c1	-1	2.5	0.8	1.5	0.7	-0.9	1	-4	-1.0	2	1
C=CCn1c(CSc2nc3ccccc3s2)nnc1SCC(=O)NCc1ccccc1	4	-0.1	2.6	0.2	0.5	0.3	4	4	-0.5	-2	-3

3 compounds out of the list above, sorted by the value under HGIII-sPLA2 inh, falling.
canonical_smiles	PLC-beta3 inh	DAX1 inh-1	DAX1 inh-2	hcDAF12 agonist	ADAM10 inh	HGIII-sPLA2 inh	ssDAF-12 act	PLC-gamma1 inh	ADAM17 inh
O=C(Nc1ccc2c(c1)[C@H]1C[C@@H](CC(=O)N3CCOCC3)O[C@@H](CO)[C@H]1O2)C1CCOCC1	0	1.5	0.6	-1.4	-13	4	-1.4	-3	-3
O=C(O)Cc1coc2ccc3ccccc3c12	-14	0.1	0.3	-0.1	-5	2	-1.4	-4	-10
CC(=O)NCc1ccc(S(=O)(=O)NC2CCN(Cc3ccccc3)CC2)cc1	-8	/	0.4	0.1	-2	-4	-1.4	1	-3

Other compounds follow:
SMILES	PLC-beta3 inh	hgDAF12 agonist	GAA850 FXN act	DAX1 inh-1	DAX1 inh-2	hcDAF12 agonist	ADAM10 inh	HGIII-sPLA2 inh	ssDAF-12 act	PLC-gamma1 inh	ADAM17 inh
O=C(CN1CCN(Cc2ccccc2)CC1)c1c[nH]c2ccccc12	-4	-0.6	1.4	2.6	0.3	5.4	-8	-5	0.5	-4	-2
O=C(/C=C/c1ccc([N+](=O)[O-])cc1)c1ccco1	-4	-2.5	3.1	1.1	0.3	-1.1	1	5	-1.3	2	3
Cc1cccc(CS(=O)(=O)Cc2ccc(C(=O)NCc3cccs3)o2)c1	-4	-1.8	0.4	-0.6	0.5	-1.6	10	-8	-1.1	8	3
O=C1c2ccccc2C(Nc2ccc(F)c(Cl)c2)N1c1ccccn1 (centres undefined)	3	2.5	0.2	-0.8	0.7	1.4	5	4	-1.0	3	-3
Cc1csc(SCC(=O)Nc2sccc2C#N)n1	-11	18*	5.1	-0.3	10*	6.5*	-2	-3	1.0*	-1	-2
COc1ccccc1NC(=O)COc1ccc(C(=O)OCC(=O)N2CCCC2=O)cc1OC	-5	1.1	-0.5	-0.9	-0.4	0.2	0	-3	-0.7	0	-2
c1c2c(cc3sc(N4CCCCC4)nc13)OCO2	-4	9.0	-1.5	-1.4	3.3	6.0*	-20	4	0.7	-2	-5
COc1ccc2[nH]c(C(=O)N3CCN(C)CC3)c(C)c2c1	-78	0.5	0.2	0.1	-0.8	-0.1	-24	2	-1.0	-57	-18
COc1ccc(CCNC(=O)c2cc3c(=O)n4ccccc4nc3n(C3CCCCC3)c2=N)cc1	-85	0.7	0.9	1.1	-4.0	-0.1	-141	-10	-1.3	-28	-40
COC(=O)c1cc(S(=O)(=O)NCCN2CCN(c3ccccc3F)CC2)c[nH]1	-7	0.5	1.2	0.3	-0.4	-2.6	-7	0	-1.0	-5	-3
O=C(N/C(=C/c1cccs1)C(=O)N1CCOCC1)c1ccco1	1	0.7	-0.1	2.5	0.6	-1.3	-7	8	-1.6	-1	1
Cn1c(=O)c2c(nc3n2CCCN3CCc2ccccc2)n(C)c1=O	5	-2.1	-0.1	-0.1	1.4	-1.3	4	11	-1.4	5	-5
O=C(CN(Cc1ccc(F)cc1)C(=O)c1csnn1)NCc1ccc2c(c1)OCO2	-1	-0.2	0.4	-0.3	0.6	0.1	4	-6	-1.1	-1	1
COc1ccc(CN(C)C(=O)CCCNC(=O)c2ccc(Cl)cc2)cc1	-6	0.2	1.5	-0.8	-0.3	-0.6	2	5	-0.3	-1	-2
Cc1oc(-c2ccc(Cl)cc2)nc1CSCC(=O)NC1CCN(Cc2ccccc2)CC1	-7	-7.0	-7.6	-2.1	-8.4	-5.4	-5	-14	-2.3	-3	-1
CC(=O)Oc1cc2c3c(c1)/C(=C1/SC(=S)NC1=O)C(=O)N3C(C)(C)C=C2C	-9	1.2	1.0	1.6	0.5	1.8	0	-18	-1.6	-1	1
O=C(COc1ccc(Cl)cc1)Nc1cc(S(=O)(=O)N2CCCCC2)ccc1N1CCCCC1	0	1.1	-0.6	-1.2	-0.6	-2.1	-9	2	-1.3	1	-2
CCn1nc(C)c(CN2CCc3c([nH]c4ccccc34)C2c2ccc(F)c(OC)c2)c1C (centres undefined)	-39	-1.0	-2.3	0.9	-0.2	0.0	-68	-19	-0.8	-40	-13
CCOc1ccc(NS(=O)(=O)c2ccc(C)c(C(=O)NCCCn3ccnc3)c2)cc1	2	-0.3	2.2	0.3	0.4	-1.0	1	-25	-1.1	0	-2
CCCCNc1ccc(C(CC(N)=O)NC(=O)Cc2cccc3ccccc23)cc1[N+](=O)[O-] (centres undefined)	3	2.1	0.1	0.9	0.7	-0.8	-5	-4	-1.4	0	2
Cc1ccc(S(=O)(=O)Nc2cccnc2)c(C)c1C	-6	4.0	1.4	-1.3	-0.2	0.1	2	-2	-1.2	6	3
CC(C(=O)NCC1CCCO1)N(C(=O)c1snc(C(N)=O)c1N)c1cccc(F)c1 (centres undefined)	-321	-0.7	-1.6	0.1	0.6	0.9	i	3	-0.9	-252	-228
